# Screens: PubChem BioAssay, NMMLSC
# Bcl-2 Bim block = inhibitors of Bim-Bcl-2 binding, primary screen, biochemical, multiplexed, human Bcl-2 family; Bead-based flow cytometry, Bim peptide-Bcl-2 binding; Apoptosis regulator Bcl-2 (Homo sapiens), P10415; AID 950, 2007; actives 0.06% (n = 190,000); inhibition, % at 10 µM; in the data active = inhibition above about 40%; inconclusive = no clear call, values can overlap the other calls;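 also: 0% = no compound wells with probe peptide and 100% = reference peptide inhibitor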
# RGS8-Gao reg = RGS8-Galphao binding modulators, primary screen, biochemical, multiplexed bead flow cytometry. Guanine nucleotide-binding protein G(o) subunit alpha (Homo sapiens), P09471. actives lie on both sides. response (percent of control binding), % at 10 µM. actives 0.34% (n = 220,000). AID 1423, 2008; in the data active = response below about 60% or above about 140%; inactive = in between;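 also: Galphao activated as the GDP aluminium fluoride complex binding bead-coupled RGS8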
# ABCB1 block = ABCB1 efflux pump inhibitors, primary screen, cell-based, multiplex, flow cytometry, ABCG2 counter-screen; CCRF-Adr cells, JC-1 efflux; inhibition, % at 6.6 µM; actives 0.067% (n = 190,000); AID 1326, 2008; ATP-dependent translocase ABCB1 (Homo sapiens), P08183; in the data active = inhibition above about 40%;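 also: 0% = vehicle and 100% = reference inhibitor; higher value means more JC-1 retained so stronger ABCB1 efflux block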
# ABCG2 inh = ABCG2 efflux pump inhibitors, primary screen, multiplex with ABCB1, IgMXP3 cells, flow cytometry; actives 0.1% (n = 190,000); inhibition, % at 6.6 µM; JC-1 efflux;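 active = inhibition above 80%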;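 also: 0% = DMSO and 100% = nicardipine control wells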
# Target sequence (Q9UNQ0 whole entry, looked up): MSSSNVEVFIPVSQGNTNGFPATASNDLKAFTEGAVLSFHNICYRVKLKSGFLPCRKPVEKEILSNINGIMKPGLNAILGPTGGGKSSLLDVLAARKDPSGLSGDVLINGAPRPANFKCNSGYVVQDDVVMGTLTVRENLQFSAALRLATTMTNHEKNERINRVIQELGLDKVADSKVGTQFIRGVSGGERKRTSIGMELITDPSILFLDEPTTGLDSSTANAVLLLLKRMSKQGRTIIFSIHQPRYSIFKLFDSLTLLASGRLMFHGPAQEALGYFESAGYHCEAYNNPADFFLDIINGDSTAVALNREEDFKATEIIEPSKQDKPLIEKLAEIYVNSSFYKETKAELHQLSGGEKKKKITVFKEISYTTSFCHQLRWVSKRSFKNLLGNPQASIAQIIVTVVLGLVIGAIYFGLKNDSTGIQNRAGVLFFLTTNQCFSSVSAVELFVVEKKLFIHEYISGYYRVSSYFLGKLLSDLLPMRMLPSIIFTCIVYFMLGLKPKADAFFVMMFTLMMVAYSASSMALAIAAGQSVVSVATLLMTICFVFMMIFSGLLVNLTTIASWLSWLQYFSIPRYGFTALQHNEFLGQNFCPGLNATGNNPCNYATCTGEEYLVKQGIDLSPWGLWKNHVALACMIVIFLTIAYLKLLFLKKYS
#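 Test system: IgMXP3 (ABCG2) plus far-red-tagged CCRF-Adr (ABCB1) cells. Reagent: JC-1 dye as substrate. Timing: 10 min exposure at 25 °C with rotation, no wash. Measured by: flow cytometric JC-1 green MFI at 530 nm. Read-out: percent efflux inhibition, scaled nicardipine 100% to DMSO 0%. Control set: nicardipine and DMSO wells.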
# Bcl-B Bim block = inhibitors of Bim-Bcl-B binding, primary screen, biochemical, multiplexed, human Bcl-2 family; Bcl-2-like protein 10 (Homo sapiens), Q9HD36; bead-based flow cytometry, Bim peptide-Bcl-B binding; inhibition, % at 10 µM; actives 0.073% (n = 190,000); AID 951, 2007;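 also: 0% = tracer peptide without compound and 100% = reference inhibitor peptide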
# Target sequence (Q9HD36 whole entry, looked up): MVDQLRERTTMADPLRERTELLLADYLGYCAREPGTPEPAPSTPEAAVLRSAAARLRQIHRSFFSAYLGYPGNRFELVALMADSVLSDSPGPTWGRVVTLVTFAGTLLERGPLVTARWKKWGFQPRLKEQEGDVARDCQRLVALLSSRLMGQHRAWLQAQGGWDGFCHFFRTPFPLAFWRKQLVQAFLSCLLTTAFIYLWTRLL
# Bcl-XL Bim block = inhibitors of Bim-Bcl-XL binding, primary screen, biochemical, multiplexed, bead flow cytometry, human Bcl-XL. Bcl-2-like protein 1 (Homo sapiens), Q07817. Bim peptide-Bcl-XL binding, fluorescence. inhibition, % at 10 µM. actives 0.04% (n = 190,000). AID 1007, 2008
# RGS7-Gao reg = RGS7-Galphao binding modulators, primary screen, biochemical, multiplexed bead flow cytometry | Guanine nucleotide-binding protein G(o) subunit alpha (Homo sapiens), P09471 | actives lie on both sides | binding response (% of control), % at 10 µM | actives 0.35% (n = 220,000) | AID 1439, 2008; in the data active = binding response below about 49% or above about 150%; inconclusive = no clear call, values can overlap the other calls; inactive = in between;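 also: fluorescent Galphao held in activated GDP-AlF4 state binding bead-coupled RGS7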
# Bim-Bcl-W = inhibitors of Bim binding to Bcl-W, primary screen, biochemical, multiplexed, bead-based flow cytometry; Bcl-2-like protein 2 (Homo sapiens), Q92843; Bim peptide-Bcl-W binding; inhibition, % at 10 µM; actives 0.02% (n = 190,000); AID 952, 2007;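 also: 0% = bound tracer without compound and 100% = peptide blocker; higher means less fluorescent Bim peptide bound to Bcl-W beads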
# Target sequence (Q92843 whole entry, looked up): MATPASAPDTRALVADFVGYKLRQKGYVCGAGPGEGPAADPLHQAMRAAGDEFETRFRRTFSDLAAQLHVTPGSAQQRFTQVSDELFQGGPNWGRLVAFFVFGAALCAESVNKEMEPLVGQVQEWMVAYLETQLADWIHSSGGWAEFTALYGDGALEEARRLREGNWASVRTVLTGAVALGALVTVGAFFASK
# Bim-Bfl-1 = inhibitors of Bim binding to Bfl-1, primary screen, biochemical, multiplexed, bead-based flow cytometry. actives 0.12% (n = 190,000). Bim-Bfl-1 binding inhibition. inhibition, % at 10 µM. AID 1008, 2008;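 also: 0% = wells without compound plus tracer and 100% = blocker peptide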
# Bim-Mcl-1 = inhibitors of Bim peptide binding to Mcl-1, primary screen, biochemical, bead-based flow cytometry, multiplex | Induced myeloid leukemia cell differentiation protein Mcl-1 (Homo sapiens), Q07820 | Bim peptide-Mcl-1 binding | AID 1009, 2008 | actives 0.1% (n = 190,000) | inhibition, % at 10 µM;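 also: 0% = no compound tracer wells and 100% = peptide blocker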
# RGS4-Gao reg = modulators of RGS4 binding to Galphao, primary screen, biochemical, multiplexed bead flow cytometry | actives lie on both sides | Guanine nucleotide-binding protein G(o) subunit alpha (Homo sapiens), P09471 | binding response (% of control), % at 10 µM | actives 0.33% (n = 220,000); in the data active = binding response below about 49% or above about 150%; inactive = in between;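 also: fluorescent Galphao activated with aluminum fluoride binding bead-coupled RGS4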
# The depositor's hits bear a star; ? = inconclusive; · = no result given. Rule as the data show it, unless noted: active = inhibition above about 40%. The order is random; 0.94% or so of the library scored in one or more.
SMILES,Bcl-2 Bim block,RGS8-Gao reg,ABCB1 block,ABCG2 inh,Bcl-B Bim block,Bcl-XL Bim block,RGS7-Gao reg,Bim-Bcl-W,Bim-Bfl-1,Bim-Mcl-1,RGS4-Gao reg
CC(=O)Nc1cccc(/C(C)=N/NC(=O)c2c(-c3ccccc3Cl)noc2C)c1,1,100,-0.1,0,-2,-5,120,-1,0,-1,119
CN(C)c1ncc(S(=O)(=O)c2ccccc2)c(N)n1,-6,97,0.4,1,-5,-4,90,2,-4,-2,92
O=C1NC(=O)C2(CCc3ccccc32)N1 (stereo not drawn),-7,102,0.6,6,-3,-1,97,4,-7,2,100
Cc1ccc(-n2c(Cl)c(Cl)[nH]c(=O)c2=O)cc1,-7,103,0.8,19,-3,-6,102,-2,-11,0,102
COc1ccc(-n2c(C)cc(/C=C(\C#N)C(=O)NCc3ccco3)c2C)cc1,-5,100,0.2,3,-5,-9,98,-6,-6,-5,95
Cc1ccc(-c2nnc(N(C)C(=O)c3ccccn3)s2)cn1,-9,101,0.3,3,-6,-7,103,-2,-13,-2,98
Cc1nnc(SCC(=O)Nc2ccc(N(C)C)cc2)n(N)c1=O,-1,104,0.1,0,-8,-1,106,-2,-5,-1,105
Cn1nnnc1SCC(=O)c1ccc(Br)s1,-5,102,-0.4,-1,-4,-2,103,-5,0,-4,104
CCOC(=O)c1ccc(NC(=O)CSc2nnc(Cc3cccs3)n2C)cc1,-5,87,0.4,24,-8,-8,97,-4,-9,-3,96
CCc1ccc(OCC(=O)OC2CCS(=O)(=O)C2)cc1 (stereo not drawn),1,100,0.8,4,-1,0,100,0,-1,0,100
O=C1OCCC1Sc1nc2ccccc2n1Cc1ccccc1 (stereo not drawn),2,103,1.0,3,-3,1,105,0,0,0,100
O=C(Nc1ccccc1-c1nc2ccccc2s1)c1cccnc1,·,92,·,9,-7,·,97,·,1,·,96
CCOc1ccc2nc(NCCNC(=S)NCCCN(C)C)c(C#N)cc2c1,-3,101,0.0,2,-2,0,101,0,-3,1,102
COc1ccc(OC(C)C(=O)Nc2ccc([N+](=O)[O-])cc2)cc1 (stereo not drawn),-3,105,1.6,26,-3,0,97,0,-6,0,106
COc1ccccc1NC(=O)CCNC(=O)Cn1ccc2ccccc2c1=O,-10,101,0.5,1,-10,-7,100,-1,-14,-2,100
C=CCn1c(SCC(=O)NC2CCCCC2)nnc1C(C)NC(=O)c1cccs1 (stereo not drawn),-4,96,-0.1,0,-9,0,91,3,-8,0,91
O=S(=O)(NCCNS(=O)(=O)c1ccc(F)cc1)c1ccc(F)cc1,-6,103,-0.2,-2,-6,0,97,3,-9,0,102
COc1ccc(C2=Nn3c(nnc3-c3ccccn3)SC2)cc1,-7,101,1.7,41,-4,1,98,3,-10,2,96
O=C(CN1CCC(n2nnc3cc(F)ccc32)CC1)NNC(=O)c1ccccc1,-1,105,0.4,5,-5,-6,108,3,-11,-3,107
CCc1nnc(NC(=O)CN2CCN(c3nc(-c4ccccc4)cs3)CC2)s1,-2,103,0.0,0,-32,-6,110,-7,-2,-7,103
CCN(CC)c1ccc(/C=N/NC(=O)Cc2cccs2)c(O)c1,3,99,0.3,13,-4,-2,101,-2,6,-3,102
CCN1/C(=C\C(=S)Nc2ccccc2)Sc2ccccc21,2,100,-0.6,-1,-10,0,100,0,0,2,102
Cc1c(OCc2ccccc2)c(=O)ccn1Cc1ccc(Cl)cc1,-7,102,0.5,4,-9,-4,101,-4,-18,-3,100
CC1CCCC(NC(=O)COC(=O)[C@@H]2CC(O)CN2S(=O)(=O)c2ccc3c(c2)OCCO3)C1C (stereo partly drawn),-1,102,0.6,24,-1,-7,99,-8,-4,-21,105
CCCCNC(=O)N1CCOCCOCCN(C(=O)NCCCC)CCOCC1,-7,96,0.7,4,-5,-1,94,0,-16,1,91

# In the list so far, these contain a thiophene ring, fused or not.
SMILES,Bcl-2 Bim block,RGS8-Gao reg,ABCB1 block,ABCG2 inh,Bcl-B Bim block,Bcl-XL Bim block,RGS7-Gao reg,Bim-Bcl-W,Bim-Bfl-1,Bim-Mcl-1,RGS4-Gao reg
Cn1nnnc1SCC(=O)c1ccc(Br)s1,-5,102,-0.4,-1,-4,-2,103,-5,0,-4,104
CCOC(=O)c1ccc(NC(=O)CSc2nnc(Cc3cccs3)n2C)cc1,-5,87,0.4,24,-8,-8,97,-4,-9,-3,96
C=CCn1c(SCC(=O)NC2CCCCC2)nnc1C(C)NC(=O)c1cccs1 (stereo not drawn),-4,96,-0.1,0,-9,0,91,3,-8,0,91
CCN(CC)c1ccc(/C=N/NC(=O)Cc2cccs2)c(O)c1,3,99,0.3,13,-4,-2,101,-2,6,-3,102

# (listing goes on)
SMILES,Bcl-2 Bim block,RGS8-Gao reg,ABCB1 block,ABCG2 inh,Bcl-B Bim block,Bcl-XL Bim block,RGS7-Gao reg,Bim-Bcl-W,Bim-Bfl-1,Bim-Mcl-1,RGS4-Gao reg
O=C(c1ccccc1F)N1CCN(Cc2ccccc2F)CC1,-13,103,0.7,4,-11,-8,101,0,-9,-3,106
COc1ccc(NC(=O)c2ccccc2C)c(OC)c1,-7,100,0.1,22,-8,0,99,-6,-8,-5,101
Cc1cc(C)n(-c2cccc(CN3CCC(CO)(Cc4ccccc4)CC3)c2)n1,-5,100,0.4,0,-1,-6,104,-4,-8,-1,104
COc1ccc(-n2cnc3c(sc4nc(N5CCOCC5)c5c(c43)CCCC5)c2=O)cc1,0,100,1.3,2,-10,-4,108,0,-2,0,104
COCCN1C(=O)C(O)=C(C(C)=O)C1c1ccc(F)cc1 (stereo not drawn),-10,103,-1.3,-1,-9,1,103,-3,-15,-2,99
Cc1ccc2cc(C)c3nnc(SCC(=O)Nc4nc5c(s4)CCCC5)n3c2c1C,-5,101,1.9,6,-5,-26,105,3,-9,-3,107
CCc1ccccc1NC(=O)N1C2CCCC1CC(NC(=O)C(C)(C)C)C2 (stereo not drawn),-2,94,0.0,0,-1,2,93,0,-2,2,90
CC(C)(C)C1CCc2onc(C(=O)Nc3cccnc3)c2C1 (stereo not drawn),-9,98,1.0,6,-12,-3,100,4,-5,0,101
CCCCC(=O)Nc1cccc(NC(=S)NC(=O)COc2ccccc2Cl)c1,-1,101,0.3,2,-4,-2,103,-1,-3,-2,103
CCOC(=O)NC(=O)C(/C=N/c1sccc1C(=O)OC)=C(\C)O,0,99,-0.8,-1,1,-2,104,0,-5,0,99
CCOc1ccccc1N(CC(=O)NCc1ccc(OC)cc1)S(C)(=O)=O,-4,101,0.1,0,-2,-2,102,-3,-1,-4,102
COc1cc2c(cc1OC)C(COc1ccccc1OC)N(C(=O)c1ccco1)CC2 (stereo not drawn),4,93,3.9,7,0,0,95,0,7,1,98
Cc1ccc(-c2nnn(CC(=O)N(CC(=O)NCC3CCCO3)c3ccccc3)n2)o1 (stereo not drawn),-8,105,0.1,0,-8,-22,107,-3,-14,-3,107
CCOC(=O)C1=C(C)NC(=O)NC1c1ccc(OCC(=O)N2CCCCC2)cc1 (stereo not drawn),-10,101,0.6,6,-6,-1,104,3,-15,-2,97
C[C@H](NC(=O)Nc1ccccc1F)C(=O)O,1,104,0.1,0,-3,1,99,6,-13,3,102
N#CCCn1cc(/C=C2\NC(=S)N(c3ccccc3)C2=O)c(-c2ccc(F)cc2)n1,-2,101,-1.1,-2,-9,-3,?,0,-5,-1,100
COc1cc(C(=O)Nc2ccc(S(=O)(=O)N(C)c3ccccc3)cc2)cc(OC)c1OC,-3,99,-0.1,-2,-6,-4,100,-3,-2,-7,99
Cc1cc(C)nc(-n2nc(C)cc2NC(=O)CN2CCC(C)CC2)n1,-5,98,6.3,16,-5,-12,96,1,-10,1,96
O=C(Cc1ccccc1)N1CCN(c2ncccn2)CC1,-2,100,-0.2,1,-2,-1,107,-1,-1,-2,101
O=C(Cc1csc(Nc2nc(=S)[nH]c3ccccc23)n1)N1CCN(c2cccc(C(F)(F)F)c2)CC1,-5,102,-2.6,-1,-1,-1,101,-2,-3,0,98
CC(Oc1ccccc1)C(=O)N=Nc1c(O)[nH]c2ccc(Br)cc12 (stereo not drawn),-1,104,4.4,27,0,0,?,2,-6,1,103
Cc1ccc(S(=O)(=O)N2CCN(Cc3ccsc3)CC2)cc1,-1,119,0.3,0,-4,-1,128,-3,-2,0,122
Cc1c(C2=CCN(S(=O)(=O)c3ccc(Cl)cc3)CC2)c2ccccc2n1C,1,98,-0.6,-1,0,-2,104,0,0,0,101
O=C1NC2=C(C(=O)c3ccccc32)C(c2ccccc2)N1 (stereo not drawn),-11,102,1.1,42,-8,-3,101,-1,-16,-2,104
COC(=O)c1cc(=O)nc2sccn12,-1,101,0.8,2,-6,-2,99,-2,-7,0,100

# Next entries follow:
SMILES,Bcl-2 Bim block,RGS8-Gao reg,ABCB1 block,ABCG2 inh,Bcl-B Bim block,Bcl-XL Bim block,RGS7-Gao reg,Bim-Bcl-W,Bim-Bfl-1,Bim-Mcl-1,RGS4-Gao reg
Cc1nnc(NC(=O)C2CCN(c3nnnn3-c3ccccc3)CC2)s1,-1,106,0.4,2,-1,-1,111,-2,0,-3,115
CCOC(=O)c1ccccc1OC(=O)CS(=O)c1ccccc1[N+](=O)[O-] (stereo not drawn),-4,100,1.3,9,-10,-4,?,-3,-2,-4,101
Cc1ccc(Cn2ccc(NC(=O)CCSc3nc(-c4ccco4)cc(C(F)(F)F)n3)n2)cc1,-6,123,1.6,27,-11,-4,110,3,-9,-3,107
Cc1c(C(=O)Nc2ccc(-n3cnnn3)cc2)oc2ccccc12,1,98,0.3,4,-4,0,96,1,-9,0,89
COC(=O)c1ccccc1S(=O)(=O)N1CCC(c2nc3ccccc3o2)CC1,-12,98,0.8,3,-11,-11,104,-1,-16,-4,103
CCCc1nnc(NC(=O)NCCN2C(=O)C3C4C=CC(C4)C3C2=O)s1 (stereo not drawn),-4,99,-2.4,-3,-3,0,103,5,-5,3,105
COc1ccc(-c2[nH]ncc2CN(CC2CCC(=O)N2)C(C)C)cc1F (stereo not drawn),-1,100,0.4,2,-3,0,97,3,-5,4,99
CCOC(=O)c1cc2c(=O)n3ccccc3nc2n(Cc2ccco2)c1=NC(=O)c1cccnc1,6,98,4.3,7,5,3,96,5,14,3,97
Cn1c(COc2ccc(Cl)cc2)nnc1SCc1ncc(-c2ccccc2)o1,3,94,0.1,0,2,0,101,8,1,0,99
Fc1cccc(NCc2cn3ccccc3n2)c1,-5,105,0.3,2,-9,0,101,0,-8,0,105
NC(=O)CSc1ncnc2c1oc1ccccc12,0,91,0.0,3,0,0,112,1,-3,-1,97
